From PubChem BioAssay
TexasRed fluor: counter-screen for TRb-SRC2 inhibitors: fluorescence interference; TRb/SRC2 Texas Red total fluorescence interference; Potency, µM (highest dose often 106 µM), for inactives: at the top dose fluorescence change, negative = quenching; 280,000 tested, 0.29% active; active means well fitted curve in either direction with a large enough effect; inconclusive means small, poorly fitted or top-dose-only effect
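Flags fluorescent or light-absorbing compounds by total fluorescence, S + 2P, at 555 nm excitation and 632 nm emission. Mixture: 20 nM Texas Red SRC2 peptide, 0.6 uM human TRb LBD, 1 uM T3, 5% DMSO; compound exposure 5 h at ambient temperature.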
TRb SRC2 PPI: inhibitors of human thyroid hormone receptor beta-SRC2 interaction | P10828 | AID 1469 | 280,000 tested, 0.065% active | TRbeta-SRC2 peptide binding, fluorescence polarization; receptor liganded with 1 µM T3 | Potency, µM (doses to about 106 µM), for the others: at the highest dose activity change, negative = inhibition, usual class: inhibitors;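 further: plate controls were bound peptide for no effect and peptide without receptor for full effect; nearly all actives have a fitted effect of over 50% in size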
Target sequence (P10828 whole entry, looked up): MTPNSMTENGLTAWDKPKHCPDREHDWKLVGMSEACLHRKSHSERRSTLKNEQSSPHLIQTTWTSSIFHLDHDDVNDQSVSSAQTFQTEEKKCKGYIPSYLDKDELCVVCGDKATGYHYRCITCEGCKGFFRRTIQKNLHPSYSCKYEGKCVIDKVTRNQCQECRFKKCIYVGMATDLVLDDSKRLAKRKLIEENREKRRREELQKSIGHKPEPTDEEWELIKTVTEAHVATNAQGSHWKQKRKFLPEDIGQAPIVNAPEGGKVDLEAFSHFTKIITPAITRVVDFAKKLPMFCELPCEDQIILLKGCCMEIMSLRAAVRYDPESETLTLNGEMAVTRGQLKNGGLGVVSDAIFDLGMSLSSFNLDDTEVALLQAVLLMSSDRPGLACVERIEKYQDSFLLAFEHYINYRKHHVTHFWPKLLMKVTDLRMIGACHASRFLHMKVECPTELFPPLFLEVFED
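Fluorescence polarization of 20 nM Texas Red SRC2 peptide (20-aa NR interaction domain) bound to 0.6 uM human TRb ligand-binding domain, with 1 uM T3, after 5 hr at ambient temperature; inhibition seen as decreased polarization.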
Tau fluor cs: counter-screen for tau fibril formation inhibitors; tau K18 P301L Alexa594 fluorescence, heparin fibrillization; Potency, µM (top dose mostly 57.7 µM), inactives show at the highest dose activity change, negative = decrease; 280,000 tested, 0.93% active; AID 1463; further: nearly all actives have a fitted effect of over 55% in size
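Human K18 P301L tau (15 uM unlabeled plus 0.24 uM Alexa 594-labeled, final) in 100 mM sodium acetate pH 7 was mixed with compound and 20 uM heparin and incubated 6 hr at 37 C.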
Tau ThT inhib: tau fibrillization inhibition (ThT binding); recombinant tau K18 P301L, heparin-induced fibrillization, ThT fluorescence; Potency, µM (series often up to 57.4 µM), without a hit: at the top dose activity, negative = inhibition, hits mostly inhibitors; 270,000 tested, 2.1% active; AID 1460; further: nearly all actives have a fitted effect of over 55% in size
Target sequence (P10636 561-689 P618L limits assumed): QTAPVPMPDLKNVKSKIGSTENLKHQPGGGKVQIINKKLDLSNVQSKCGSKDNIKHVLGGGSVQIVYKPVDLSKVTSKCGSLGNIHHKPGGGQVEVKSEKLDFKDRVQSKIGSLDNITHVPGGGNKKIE
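Fibril formation assay: tau K18 P301L at 15 uM with trace Alexa 594 label, heparin inducer 20 uM, pH 7 sodium acetate buffer, 37 C for 6 hr; endpoint ThT signal.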
L3MBTL1 block: inhibitors of human L3MBTL1 | Q9Y468 | AlphaScreen L3MBTL1–H3K9me1 peptide binding | Potency, µM (series often up to 57.1 µM), for inactives: top-dose activity, negative = inhibition, actives largely listed as inhibitors | 230,000 tested, 0.66% active | AID 485360; further: nearly all actives have a fitted effect of over 60% in size
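AlphaScreen proximity signal between nickel-chelate acceptor and streptavidin donor beads (final 10 ug/mL) reports binding of 50 nM L3MBTL1 to 75 nM biotin-H3 K9me1 peptide; complex incubated with compounds 30 min at room temperature; cefsulodin titration as control.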
Tau fibril FP: blocks human tau fibril formation measured by polarization; Potency, µM (highest dose often 57.7 µM), inactives show top-dose activity, negative = inhibition, hits mostly inhibitors; AID 1468; 280,000 tested, 0.39% active; K18 P301L tau heparin fibrillization, Alexa594 FP, 6 h; P10636; further: nearly all actives have a fitted effect of over 55% in size
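Steps: dispense K18 P301L tau (15 uM plus 0.24 uM Alexa 594 tracer, final) in pH 7 sodium acetate; add compound; add heparin (20 uM final); incubate 6 hr, 37 C; add ThT (30 uM final); after 1 hr ambient, read FP.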
ALDH1A1 block: blocks purified human ALDH1A1 activity; P00352; Purified ALDH1A1, NADH fluorescence, propionaldehyde substrate; Potency, µM (doses to about 75.3 µM), for inactives: at the highest dose activity, negative = inhibition, hits mostly inhibitors; 220,000 tested, 7.3% active; AID 1030; active means well fitted inhibition curve with a large enough effect, not every such curve was filed as active; inconclusive means small, poorly fitted or top-dose-only effect, or another doubt; inactive means no such curve, though single readings can be large or run the other way;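 further: plate controls were no enzyme wells and a reference inhibitor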
Target sequence (P00352 whole entry, looked up): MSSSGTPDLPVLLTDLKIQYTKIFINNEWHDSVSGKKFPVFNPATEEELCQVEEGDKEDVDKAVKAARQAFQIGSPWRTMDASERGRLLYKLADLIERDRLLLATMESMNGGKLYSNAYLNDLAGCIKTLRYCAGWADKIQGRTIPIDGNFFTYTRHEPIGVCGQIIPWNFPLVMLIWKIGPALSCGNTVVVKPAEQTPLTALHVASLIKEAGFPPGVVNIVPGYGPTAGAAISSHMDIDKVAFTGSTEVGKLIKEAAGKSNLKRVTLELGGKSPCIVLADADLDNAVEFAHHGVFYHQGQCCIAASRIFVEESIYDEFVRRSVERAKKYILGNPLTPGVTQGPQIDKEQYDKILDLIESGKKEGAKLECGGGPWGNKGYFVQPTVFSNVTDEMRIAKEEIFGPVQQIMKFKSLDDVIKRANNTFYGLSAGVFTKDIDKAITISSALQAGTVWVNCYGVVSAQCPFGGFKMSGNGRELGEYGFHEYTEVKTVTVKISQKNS
GLA spleen mod: inhibitors or activators of human alpha-galactosidase in spleen homogenate; P06280; Potency, µM (series often up to 80 µM), for the others: at the top dose activity change, negative = inhibition, most hits filed as inhibitors; human spleen homogenate, 4MU-alpha-Gal fluorescence, 40 min; 240,000 tested, 0.008% active;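 further: 0% = enzyme with vehicle and -100% = no enzyme basal signal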
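Human spleen homogenate (1 ug) as enzyme source, 4-methylumbelliferyl-alpha-D-galactopyranoside 1 mM final, citrate/phosphate pH 5.0 with 0.01% Tween-20. Compounds 40 min at 37C, NaOH/glycine stop; fluorescence Ex 365/Em 440, Hill-fit AC50.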
* marks the source's active call; other numbers are inactive results; ? = inconclusive; · = no result given; [ ] = remark or other dose. Unless noted, the call rests on the fitted dose curve; in most records, active means well fitted curve in the direction sought with a large enough effect; inconclusive means small, poorly fitted or top-dose-only effect, or another doubt; inactive means no such curve, though single readings can be large; an effect the other way counts as inactive or inconclusive. Unless noted, on the % scale 0 is the no-effect control and ±100 the full control effect; potency means the concentration at half of the fitted maximal effect. Compounds were not picked by outcome; any-hit rate near 8.5%.

SMILES	TexasRed fluor	TRb SRC2 PPI	Tau fluor cs	Tau ThT inhib	L3MBTL1 block	Tau fibril FP	ALDH1A1 block	GLA spleen mod
N#C/C(=C(/O)CCl)c1nnc2n1CCCCC2	-0.6%	-6.2%	-10.0%	-13.1%	·	-3.0%	?	2.0%
COc1cc2c(C(=O)NCCCOC(C)C)cn(CC(C)C)c(=O)c2cc1OC	1.5%	-9.1%	-11.1%	-9.8%	4.2%	-13.4%	?	27.9%
O=[N+]([O-])c1ccc(/C=C/c2ccc3cccc([N+](=O)[O-])c3n2)cc1	-2.2%	-2.3%	-6.6%	-0.3%	-15.4%	0.6%	5.0%	15.6%
CCOC(=O)c1c(C)oc2ncnc(Nc3ccc(F)cc3Cl)c12	-66.1%	-19.4%	-5.9%	1.1%	·	-8.3%	·	·
Cc1cc(NC(c2nnc(-c3ccccc3)o2)c2ccccc2F)ccc1Br (centres undefined)	-0.8%	-2.2%	?	-16.4%	·	-12.8%	·	·
O=C(NNC(=O)c1cc2cc3ccccc3nc2s1)c1ccc(F)cc1	·	·	-5.3%	?	33.7%	-12.3%	?	2.6%
Cc1nc(SCC(=O)NCCc2ccccc2)nc(C)c1C	0.5%	-14.6%	-3.4%	-2.8%	·	-2.9%	0.6%	2.7%
O=c1c2ccccc2nc(/C=C/c2ccc([N+](=O)[O-])o2)n1CCCO	-3.1%	-16.4%	-8.1%	-21.9%	-8.8%	2.1%	?	-6.9%
C/C=C\C1=C(CO)[C@H](O)[C@H]2OC2[C@@H]1O (some centres undefined)	-53.0%[11.2 µM]	-9.3%[11.2 µM]	-17.1%[11.6 µM]	-14.2%[11.5 µM]	·	-4.3%[11.6 µM]	10.9%[13.5 µM]	-2.0%[17.5 µM]
Fc1ccc(-c2c[nH]c(=S)n2Cc2ccccc2)cc1	1.3%	-9.9%	-21.3%	-5.7%	-13.7%	-0.4%	0.355µM*	1.7%
Cc1ccc2nc(Cl)c(C3CC(c4cccs4)=NN3C(=O)CCCC(=O)O)cc2c1 (centres undefined)	-1.6%[53 µM]	-5.0%[53 µM]	1.5%	-1.7%	-4.4%	-10.3%	-3.1%	10.2%
CN(C)c1ccc(N=Nc2ccccc2C(=O)OCC(=O)N2CCCC2)cc1	-1.7%	-1.7%	-23.7%	12.6µM*	-16.8%	5.9%	-10.1%	3.2%
CC(C)c1ccc(C2=NN(c3ccccc3)C(=O)CC2)cc1	-1.2%	-8.5%	-7.5%	-11.2%	8.2%	7.4%	-5.9%	-7.8%
C/C(=N\NC(=O)c1ccc(O)cc1)c1ccc2c(c1)Nc1ccccc1S2	-3.5%	1.7%	11.2µM*[quencher]	4.47µM*	0.5%	-8.4%	-5.3%	-17.0%
CC1CCCCC1NC(=O)CO/N=C/c1ccc(OC(F)F)cc1 (centres undefined)	5.7%	-0.3%	3.6%	-4.5%	2.5%[11.4 µM]	11.5%	1.1%	1.5%
O=S(=O)(Nc1nc2ccccc2[nH]1)c1ccc(Cl)cc1	-0.7%	-6.3%	-16.9%	-4.9%	-0.1%	-9.9%	1.8%	25.4%
O=C(Cn1cnc2sc(-c3ccccc3)cc2c1=O)N1CCOCC1	-0.2%	-11.5%	-2.7%	-0.5%	2.6%	-2.5%	4.5%	0.5%
Cc1cc(NC(CC(C)C)C(=O)O)nc(Cc2ccccc2)n1 (centres undefined)	-5.6%	-8.2%	2.2%	15.4%	16.7%	-2.0%	8.3%	-0.2%
Clc1ccccc1-c1nn2c(Cn3cnc4ccccc43)nnc2s1	-2.2%	3.6%	0.1%	-1.7%	4.8%	-4.6%	20µM*	-0.8%
CCN(CC)CCNc1nc(-c2ccccc2)c2c(c1C#N)CC(C)(C)OC2	-1.2%	1.7%	-12.5%	-6.3%	·	0.0%	?	9.0%
CCc1ccc2[nH]c(=O)c(CN(CCCN3CCOCC3)C(=O)Nc3cccc(Cl)c3)cc2c1	0.9%	0.1%	?	-14.4%	-2.8%	-10.6%	?	3.5%
CC(=O)N1CCN(S(=O)(=O)c2cccc(C(=O)OCC(=O)NC(=O)c3cccn3C)c2)CC1	-0.8%[53 µM]	-3.4%[53 µM]	3.8%	7.0%	-3.5%	5.9%	9.6%	1.9%
O=S(=O)(c1ccc(S(=O)(=O)N(Cc2ccco2)Cc2ccccc2Cl)cc1)N1CCCC1	-4.6%	4.1%	-10.2%	4.0%	4.5%	-14.4%	?	2.8%
COc1ccc(Nc2nc(N)nc(CSc3nccc(C)n3)n2)cc1	-4.1%	0.8%	-0.5%	-7.3%	·	8.8%	-5.6%	13.2%
N#Cc1ccccc1CSc1nc2ccsc2c(=O)n1Cc1ccccn1	1.9%	3.8%	-2.1%	-4.2%	-4.5%	12.2%	?	-2.1%
Cc1ccc(-n2ncc3c(N(C)Cc4ccccc4)ncnc32)cc1	0.5%	0.4%	-18.9%	-3.4%	·	-1.9%	·	·
Cc1ccc(NC(=O)CN(C)S(=O)(=O)c2ccc3[nH]c4c(c3c2)CCCC4)c(Cl)c1	-2.6%	-1.2%	?	-3.6%	·	5.5%	·	·
CCc1nnc(NC(=O)Cc2c[nH]c3ccccc23)s1	-0.5%	8.7%	-17.6%	-6.1%	·	8.9%	6.0%	-0.3%
CCCCNC(=O)Nc1cc(C(F)(F)F)c[nH]c1=O	1.1%	11.6%	-7.1%	-3.0%	·	-10.7%	?	5.0%
COc1ccc(NC(=O)Cn2c(SCc3ccc(F)cc3)nc3cccnc32)cc1OC	6.0%	6.8%	-14.7%	?	·	?	·	·

Complete entries, looked up by structure. Screens in order: TexasRed fluor | TRb SRC2 PPI | Tau fluor cs | Tau ThT inhib | L3MBTL1 block | Tau fibril FP | ALDH1A1 block | GLA spleen mod
COc1ccc(Nc2nc(N)nc(CSc3nccc(C)n3)n2)cc1 is entered as -4.1% | 0.8% | -0.5% | -7.3% | · | 8.8% | -5.6% | 13.2%
Cc1cc(NC(CC(C)C)C(=O)O)nc(Cc2ccccc2)n1 (centres undefined) is entered as -5.6% | -8.2% | 2.2% | 15.4% | 16.7% | -2.0% | 8.3% | -0.2%
CCN(CC)CCNc1nc(-c2ccccc2)c2c(c1C#N)CC(C)(C)OC2 is entered as -1.2% | 1.7% | -12.5% | -6.3% | · | 0.0% | ? | 9.0%
O=C(Cn1cnc2sc(-c3ccccc3)cc2c1=O)N1CCOCC1 is entered as -0.2% | -11.5% | -2.7% | -0.5% | 2.6% | -2.5% | 4.5% | 0.5%

Later entries
SMILES	TexasRed fluor	TRb SRC2 PPI	Tau fluor cs	Tau ThT inhib	L3MBTL1 block	Tau fibril FP	ALDH1A1 block	GLA spleen mod
CCCCNC(=O)C1CC(=O)N(CCc2ccccc2)C1 (centres undefined)	-0.3%	-4.1%	-9.8%	-9.3%	·	1.0%	6.1%	5.6%
Cc1oc(-c2cccc(Cl)c2)nc1CN1CCC(C(=O)NCCCN2CCCC2=O)CC1	-4.7%	-0.5%	-3.8%	-10.2%	·	9.8%	16.1%	4.6%
Cn1[nH]c(-c2ccccc2)c(/C=N/O)c1=O	-2.0%	0.1%	-7.3%	-10.9%	1.8%	-7.3%	?	1.5%
COc1c(Cl)cc(-c2noc(C)c2C(=O)NC(C)C)cc1Cl	-0.7%	8.2%	-3.5%	0.6%	6.2%	-0.9%	1.4%	5.4%
CCOC(=O)C1CN(S(=O)(=O)c2ccc(C)cc2)CCN1S(=O)(=O)c1ccc(C)cc1 (centres undefined)	0.2%	-7.9%	-11.2%	5.8%	·	1.7%	?	-20.0%
N#Cc1ccccc1NC(=O)COC(=O)c1ccc2c(c1)OCCO2	-1.0%	-0.8%	-1.8%	0.0%	-0.8%	-8.6%	3.2%	5.6%
CCC1CN(C(=O)NCc2ccc(F)cc2)c2ccccc2O1 (centres undefined)	-20.0%	2.8%	-11.4%	-6.6%	·	-1.4%	·	·
COc1ccc(/C=C/C(=O)OCCCN(C)C)cc1	0.4%	-3.5%	-2.6%	-3.6%	4.7%	-2.9%	-5.2%	-1.0%
CC12C(=O)N(c3ccccn3)C(=O)C1C1C=CC2C1 (centres undefined)	-1.3%	7.9%	-3.3%	-7.2%	·	-1.8%	14.5%	7.4%
C=CCNc1nc(SCC=C)nc2ccsc12	-4.1%	-4.9%	-11.8%	-11.5%	8.1%	7.2%	-3.2%	-8.7%
CCOC(=O)c1sc(NC(=O)/C=C/c2cnn(CC)c2C)c(C(=O)OCC)c1C	0.0%	0.7%	-7.1%	-11.5%	3.6%	13.4%	?	11.8%
CCC(C)NC(=O)Cn1c(=O)n(CCCCC(=O)NCc2ccco2)c(=O)c2ccccc21 (centres undefined)	-2.0%	-5.2%	-9.9%	-9.7%	·	-12.6%	-4.2%	1.6%
CCCn1nc(NC(=O)c2ccncc2)c2cc3ccccc3nc21	0.6%	-5.1%	-10.9%	-7.4%	8.8%	-7.2%	?	-10.6%
Cc1cc(C(=O)Nc2ccc(F)cc2C)n(-c2ccccc2)n1	-2.3%	0.3%	-9.3%	·	·	-2.8%	·	-10.8%
COc1ccc(Cl)cc1NC(=O)CCN1C(=O)c2ccccc2Sc2ncccc21	-0.5%	-2.1%	-9.4%	-0.7%	·	-2.8%	·	·
COc1ccccc1NC(=O)c1oc2ccc(C)cc2c1C	-5.5%	1.3%	-22.1%	?	5.6%	-13.6%	-7.5%	0.1%
Cc1sc2ncnc(SCC(=O)N3CCCC3)c2c1C	-1.5%	-0.7%	-2.6%	-10.3%	-3.0%	-4.9%	-8.9%	-3.6%
CCCSC(=O)N(CC)CC(=O)Nc1c(CC)cccc1CC	2.1%	-0.5%	-9.0%	-14.0%	·	-3.9%	?	-6.3%
CC(=O)c1cccc(-n2nnnc2SCC(=O)Nc2cccc(NC(=O)c3ccco3)c2)c1	3.3%	6.8%	?	?	3.4%	-8.2%	?	3.6%
O=C(CCN1CCCCC1)Nc1cccc(Cl)c1	-1.1%	-1.2%	-1.3%	-3.6%	·	11.6%	16.9%	-4.3%
CCC(CO)n1c(SCc2cc([N+](=O)[O-])cc3c2OCOC3)nc2ccccc2c1=O (centres undefined)	-3.3%[53 µM]	3.3%[53 µM]	-24.3%	-15.1%	-3.8%	8.6%	-9.9%	-0.8%
